M. tuberculosis HTS – M. tuberculosis growth inhibition, HTS (AID 449762). M. tuberculosis H37Rv growth inhibition, 7H9 media; higher % means a stronger effect. 330,000 compounds, 0.59% hits. inhibition, % at 25 µM; hits with a dose series show IC50 in µM; in the data active means a potency from the dose series; inconclusive means inhibition above about 70% without an active follow-up result;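 further: bacterial growth assessed after seven days of incubation; strong numbers were not always called active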
H1N1 NS1A inhibition – H1N1 influenza NS1A inhibitors, functional cell based assay (AID 504329). NS1A functional cell-based assay, percent inhibition; higher % means a stronger effect. one-dose inhibition, % at 12.5 µM; IC50 in µM for titrated hits. 340,000 compounds, 0.3% hits; in the data active means a potency from the dose series; inconclusive means inhibition above about 27% without an active follow-up result; further: strong numbers were not always called active
VEEV TC-83 Vero – inhibitors of VEEV TC-83 cytopathic effect, confirmation, Vero cells (AID 588727) | Vero cells, VEEV TC-83 cytopathic effect inhibition; higher % means a stronger effect | one-dose inhibition, % at 20 µM; IC50 in µM for titrated hits | 350,000 compounds, 0.13% hits; in the data active means a potency from the dose series; inconclusive means inhibition mostly from about 14% at the one dose, without a potency; inactive means the rest, 99 in 100 with inhibition below about 12%; further: strong numbers were not always called active
PhoP GFP inhibition – PhoP regulon inhibitors, Salmonella typhi PhoP promoter GFP reporter, confirmatory (AID 1850); Salmonella Typhi PhoP-promoter GFP reporter, fluorescence, 4 h; higher % means a stronger effect; inhibition, % at 50 µM, or IC50 in µM where a hit was titrated; 310,000 compounds, 0.33% hits; in the data active means a potency from the dose series; inconclusive means inhibition mostly from about 25% at the one dose, without a potency; inactive means the rest, 99 in 100 with inhibition below about 19%;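 further: 0% = induced wells with vehicle and 100% = uninduced wells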
tuberculosis growth – growth inhibition of non-replicating M. tuberculosis (AID 488890); Mycobacterium tuberculosis non-replicating, growth inhibition; higher % means a stronger effect; inhibition, % at 25 µM, or IC50 in µM where a hit was titrated; 320,000 compounds, 0.39% hits; in the data active means a potency from the dose series; inconclusive means inhibition mostly from about 82% at the one dose, without a potency; inactive means the rest, 99 in 100 with inhibition below about 76%;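 further: plate controls were DMSO cells for no effect and high antibiotic wells for full effect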
VEEV TC-83 Vero 10K pilot screen – also measured in VEEV TC-83 Vero; calls as there; inhibition, %; measured here: 10K pilot screen inhibition
Active calls of the source: *; i = inactive; ? = inconclusive; · = not tested or not shown.

SMILES	M. tuberculosis HTS	H1N1 NS1A inhibition	VEEV TC-83 Vero	PhoP GFP inhibition	tuberculosis growth	others
CCOc1cc2[nH]c(=S)n(CCN3CCCCC3CC)c(=O)c2cc1OCC (stereo not drawn)	0.5%	4.9%	4.2%	-2.0%	-4.3%
COCCNC(=O)c1ccccc1NC(=O)Nc1ccccc1	-2.8%	-13.2%	i	9.3%	-3.1%
CC(=O)N1CCN(Cc2nc3cc(NC(=O)c4ccc(Cl)cc4)ccc3n2C)CC1	-0.7%	7.1%	2.6%	-1.5%	9.9%
O=C(Nc1ccc(N2CCN(C(=O)c3ccccc3)CC2)c(Cl)c1)c1cccnc1	1.1%	-0.4%	9.9%	-0.1%	20.6%
OC(COc1ccc(OCc2ccccc2)cc1)CN1CCOCC1 (stereo not drawn)	9.9%	-1.5%	i	2.2%	11.0%
Cc1cccc(NC(=O)c2ccc3[nH]c(=O)c(=O)[nH]c3c2)n1	-3.5%	6.6%	i	3.4%	2.1%
CC(C)OCCCn1c(SCC(=O)Nc2ccccc2C(F)(F)F)nc2nccnc2c1=O	-1.0%	-4.5%	3.7%	0.8%	-14.5%
COc1ccc(C2NCCC3(O)CCCCC23)c(OC)c1OC (stereo not drawn)	-19.6%	8.6%	3.5%	3.0%	-0.6%
Cc1occc1C(=O)N1N=C(C2CC2)CC1(O)C(F)(F)F (stereo not drawn)	-0.3%	-20.5%	i	1.5%	?
COc1cc2ccccc2cc1C(=O)Nc1ccc(C)cc1	?	-9.5%	2.8%	-2.5%	78.5%
O=S1(=O)C=C(SCCN2CCCCC2)c2ccccc21	-5.0%	-10.1%	2.3%	5.8%	-5.0%
CCc1nn(C(C)C(=O)N2CCN(c3ccc(OC)cc3)CC2)c(=O)c2cc3occc3n12 (stereo not drawn)	7.7%	0.0%	i	2.0%	9.2%
CCC(C)[C@H]1CNCCN1CCC12CC3CC(CC(C3)C1)C2 (stereo partly drawn)	-0.8%	-0.1%	i	·	42.4%
COc1ccc(N2C(=O)CC(NNC(=O)c3cc(C)oc3C)C2=O)cc1 (stereo not drawn)	-4.6%	-2.6%	0.0%	2.4%	2.5%
Cc1ccc(OCc2ccc(C(=O)NN)o2)c([N+](=O)[O-])c1	0.3%	-2.9%	0.9%	-3.3%	-12.0%
COc1ccc(S(=O)(=O)N2CCN(CC(=O)N3CCOCC3)CC2)cc1OC	-2.7%	·	·	·	-9.3%
Cc1nnc(SCC(=O)Nc2nccs2)n1C(C)C	0.4%	-17.2%	i	-5.9%	-7.6%
O=C(CNC(=O)c1ccc(Br)o1)NCC(=O)OCc1ccccc1	-1.6%	7.6%	1.8%	-3.6%	23.0%
Cc1cc(SCC#N)n2nc(C)c(-c3ccccc3)c2n1	9.1%	3.7%	0.8%	-6.2%	14.3%
CCSc1nnc(SCC(=O)Nc2cc(C)on2)s1	0.3%	-5.0%	i	·	?
O=C(Nc1ccc2nc3n(c(=O)c2c1)CCCCC3)C(=O)N1CCN(c2ccc(F)cc2)CC1	6.1%	4.2%	0.9%	4.3%	-18.9%
O=c1cc(CSc2ccc(Cl)cc2)[nH]c2[nH]n(-c3ccccc3)c(=O)c12	4.5%	-2.8%	1.4%	17.5%	20.2%
CCn1c(SCc2nc3ccccc3c(=O)[nH]2)nc2ccccc2c1=O	-3.6%	10.4%	11.8%	-4.4%	13.0%
O=C(c1ccc(F)cc1)N1CCCCC(Sc2nnc3ccccn23)C1=O (stereo not drawn)	-4.3%	-2.0%	1.3%	-5.6%	-5.2%
Cc1cccc(-n2ccc(=O)c(C(=O)Nc3ccc(S(=O)(=O)Nc4nccc(C)n4)cc3)n2)c1	6.8%	-0.7%	2.0%	3.5%	25.4%
COc1ccc(CC(=O)N2CCNC2=O)cc1	-5.1%	-2.8%	1.8%	-13.4%	5.4%
CC(=O)c1ccc(N2CCN(C(=O)c3noc4c3CSc3ccccc3-4)CC2)cc1	?	-4.0%	i	-7.1%	65.2%
O=C1C(Cl)=C(N2CCOCC2)C(=O)N1c1ccccc1F	5.8%	0.8%	i	5.8%	77.1%
Cc1ccc(C2=NS(=O)(=O)N(C)C(C(=O)N3CCOCC3)=C2)cc1	-3.1%	3.1%	1.4%	-4.5%	0.0%
COC(=O)C1=C(c2ccc(F)cc2F)C[C@@H]2CC[C@H]1N2C(=O)NCCNC(C)=O	0.8%	3.7%	0.1%	·	6.4%
CSCCC(NS(=O)(=O)c1ccc(Cl)cc1)C(=O)OCC(=O)c1ccc(F)cc1 (stereo not drawn)	-0.6%	-1.8%	3.6%	2.7%	25.5%
CCOC(=O)COc1ccccc1/C=C1/NC(=O)NC1=O	-0.6%	-11.4%	1.5%	-8.9%	-5.5%
CCOc1ccccc1N(CC(=O)NC1CCCCC1)S(=O)(=O)c1ccccc1	-5.3%	-9.1%	1.8%	11.0%	11.7%
CC(Sc1ncnc2sc(-c3ccccc3)cc12)C(=O)NCC1CCCO1 (stereo not drawn)	?	1.5%	12.6%	-0.6%	46.4%
CCN(CC)Cc1c(C(=O)N/N=C/c2cccs2)nnn1-c1nonc1N	-6.3%	6.8%	i	41.6%	-29.2%
Cc1cc(C(=O)NC2CCCc3c2cnn3-c2ccccc2F)nc(C)n1 (stereo not drawn)	5.5%	2.2%	2.4%	-1.8%	3.2%
Cc1c(Cl)cccc1N1C(=O)NC(=O)/C(=C\c2cc(C)n(-c3cccc(C(=O)O)c3C)c2C)C1=O	9.4%	-12.3%	i	-7.1%	13.7%
CCOC(=O)COc1ccc2c(c1)c(C(C)=O)c(C)n2-c1ccc(OC)cc1	?	18.9%	0.4%	-23.4%	?
O=C(Cc1c(F)cccc1Cl)NNC(=O)c1ccncc1	-2.5%	-10.6%	1.3%	·	-11.1%
N#Cc1ccc(-c2nc3ccc(Br)cc3c(=O)n2O)cc1	?	-10.0%	9.2%	-8.0%	?

Ordered by heavy-atom count (falling): part of the list above
SMILES	M. tuberculosis HTS	H1N1 NS1A inhibition	VEEV TC-83 Vero	PhoP GFP inhibition	tuberculosis growth	others
O=C(Nc1ccc2nc3n(c(=O)c2c1)CCCCC3)C(=O)N1CCN(c2ccc(F)cc2)CC1	6.1%	4.2%	0.9%	4.3%	-18.9%
CCc1nn(C(C)C(=O)N2CCN(c3ccc(OC)cc3)CC2)c(=O)c2cc3occc3n12 (stereo not drawn)	7.7%	0.0%	i	2.0%	9.2%
O=C(CNC(=O)c1ccc(Br)o1)NCC(=O)OCc1ccccc1	-1.6%	7.6%	1.8%	-3.6%	23.0%
COCCNC(=O)c1ccccc1NC(=O)Nc1ccccc1	-2.8%	-13.2%	i	9.3%	-3.1%
COc1ccc(CC(=O)N2CCNC2=O)cc1	-5.1%	-2.8%	1.8%	-13.4%	5.4%

Next part:
SMILES	M. tuberculosis HTS	H1N1 NS1A inhibition	VEEV TC-83 Vero	PhoP GFP inhibition	tuberculosis growth	others
O=C(CCn1c(=O)c2cccn2c2cccnc21)NCc1cccc(Cl)c1	-0.5%	-4.2%	0.9%	4.1%	-2.5%
CCCCCC(=O)Nc1ccc(C(=O)CN2C(=O)NC3(CCCCCC3)C2=O)cc1	-5.4%	-6.4%	3.5%	6.5%	-3.2%
Cc1ccc(C(=O)NNC2=NC(C)(C)Cc3ccccc32)cc1	-2.7%	-17.9%	1.2%	2.6%	8.8%
c1ccc(N2CCN(Cc3cn4cccnc4n3)CC2)cc1	1.0%	3.0%	1.2%	1.6%	6.5%
CCOC(=O)c1ccc(NC(=O)COC(=O)c2cccc(Oc3ccccc3)c2)cc1	45.6%	1.1%	3.1%	-3.0%	29.5%
O=S(=O)(NC1CCCCCCC1)c1ccccc1	0.1%	-19.9%	0.0%	-6.1%	38.8%
CCOC(=O)c1ccc(NC(=O)CSC(=S)N2CCOCC2)cc1	34.8%	-0.4%	0.6%	29.7%	?
COc1ccccc1Nc1nc2ccc(C)cc2n2cnnc12	10.2%	-5.8%	6.5%	-9.6%	18.9%
Cc1ccc(S(=O)(=O)N2CCC(C(=O)NCCC3=CCCCC3)CC2)cc1C	-0.1%	-2.9%	3.1%	1.1%	8.0%
Nc1c(C(=O)NCc2ccco2)nnn1CC(=O)Nc1ccccc1	3.8%	10.8%	4.7%	-15.0%	-1.6%
O=C(NC1CCCC1)C(c1ccccc1)N(C(=O)c1ccco1)C1CCCC1 (stereo not drawn)	4.4%	-2.2%	0.5%	1.8%	5.0%
O=C(CSc1nncs1)Nc1ccc(Cl)cc1C(F)(F)F	-10.0%	-4.2%	0.5%	2.0%	-10.4%
O=C(NC1CCN(C(=S)NCc2ccco2)CC1)c1ccc(F)cc1	-12.2%	1.9%	0.5%	20.3%	-6.5%
CCc1nccn1CCC(=O)N1CCCC(N2CCN(c3cccc(Cl)c3)CC2)C1 (stereo not drawn)	-0.6%	-6.1%	0.1%	5.6%	-5.1%
CCOc1ccc(C(=O)Nc2ccccc2N2CCCC2)cc1	2.2%	5.9%	i	1.2%	40.1%
COc1ccc(-c2[nH]ncc2CN2CCC(C(=O)N3CCOCC3)CC2)c(F)c1	-0.8%	6.1%	0.0%	9.8%	-9.7%
O=S(=O)(c1ccc(N2CCN(c3ccc(F)cc3)CC2)cc1)N1CCCC1	-1.6%	0.3%	i	-0.6%	12.9%
O=C(O)c1ccc2c(=O)n3c(nc2c1)/C(=C/c1ccc(Cl)c([N+](=O)[O-])c1)CC3	-0.9%	-2.3%	2.0%	0.3%	-3.8%
CC1(C)CC(=O)C(C=NCCN2CCN(C(=O)c3ccccc3)CC2)=C(O)C1	2.6%	-2.6%	0.6%	-2.0%	-6.9%
O=C(O)c1ccc(N/N=C/c2ccc(-c3cc(Cl)ccc3Cl)o2)cc1	21.8%	-20.9%	1.1%	-17.0%	19.4%

Of the compounds above, 2 have a thiophene ring, fused or not.
SMILES	M. tuberculosis HTS	H1N1 NS1A inhibition	VEEV TC-83 Vero	PhoP GFP inhibition	tuberculosis growth	others
CC(Sc1ncnc2sc(-c3ccccc3)cc12)C(=O)NCC1CCCO1 (stereo not drawn)	?	1.5%	12.6%	-0.6%	46.4%
CCN(CC)Cc1c(C(=O)N/N=C/c2cccs2)nnn1-c1nonc1N	-6.3%	6.8%	i	41.6%	-29.2%

(list continues)
SMILES	M. tuberculosis HTS	H1N1 NS1A inhibition	VEEV TC-83 Vero	PhoP GFP inhibition	tuberculosis growth	others
COc1cccc(/C=C/C(=O)OCC(=O)c2c[nH]c3ccccc23)c1	5.7%	-2.5%	0.2%	·	16.0%
CCn1c(SCC(=O)Nc2ccccc2)nnc1-c1ccc(S(=O)(=O)N2CCOCC2)cc1	0.3%	-1.2%	0.0%	3.8%	24.1%
CCc1ccc(OCC(=O)Nc2cccc3c2CCCC3)cc1	6.8%	-14.2%	0.5%	2.2%	72.2%	VEEV TC-83 Vero 10K pilot screen=0.2
O=c1[nH]c(CN2CCN(S(=O)(=O)c3ccc4c(c3)OCCO4)CC2)nc2sc3c(c12)CCCC3	5.2%	6.6%	0.1%	-8.6%	-6.8%
Cn1nc(-c2ccccc2)cc1NC(=O)CCCC(=O)O	-7.2%	10.3%	0.9%	3.1%	1.6%

Quoted at random: five records from the list, in no set order.
SMILES	M. tuberculosis HTS	H1N1 NS1A inhibition	VEEV TC-83 Vero	PhoP GFP inhibition	tuberculosis growth	others
O=c1[nH]c(CN2CCN(S(=O)(=O)c3ccc4c(c3)OCCO4)CC2)nc2sc3c(c12)CCCC3	5.2%	6.6%	0.1%	-8.6%	-6.8%
CCc1ccc(OCC(=O)Nc2cccc3c2CCCC3)cc1	6.8%	-14.2%	0.5%	2.2%	72.2%	VEEV TC-83 Vero 10K pilot screen=0.2
COc1cccc(/C=C/C(=O)OCC(=O)c2c[nH]c3ccccc23)c1	5.7%	-2.5%	0.2%	·	16.0%
CCn1c(SCC(=O)Nc2ccccc2)nnc1-c1ccc(S(=O)(=O)N2CCOCC2)cc1	0.3%	-1.2%	0.0%	3.8%	24.1%
Cn1nc(-c2ccccc2)cc1NC(=O)CCCC(=O)O	-7.2%	10.3%	0.9%	3.1%	1.6%

Assay outcomes from PubChem BioAssay.
